# MazEF act = activators of E. coli MazEF toxin-antitoxin RNase, primary screen, biochemical, fluorescence, uHTS | FAM/BHQ RNA-DNA oligo cleavage fluorescence, 5 h | activation, % at 20 µM | hit rate 0.32% among 350,000; in the data active means activation above about 50%
# Target sequence (P0AE70 whole entry, looked up): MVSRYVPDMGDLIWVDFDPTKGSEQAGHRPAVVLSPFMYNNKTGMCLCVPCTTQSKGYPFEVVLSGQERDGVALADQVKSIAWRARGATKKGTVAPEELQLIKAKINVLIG
# Vc quorum ag = inducers of Vibrio cholerae quorum light production without autoinducers, primary screen, BH1578 luxS cqsA deficient, single point; V. cholerae BH1578 lux reporter, luminescence, 6 h; activation, % at 18.7 µM; hit rate 0.16% among 350,000; AID 588436, 2011; in the data active means activation mostly above about 9.7%, no sharp cut-off; further: not every result past the cut was called active; inactives centre near 0; reference of the scale not given here
# DUSP3 inh = VHR1 phosphatase inhibitors, primary screen, biochemical, absorbance, uHTS; Dual specificity protein phosphatase 3 (Homo sapiens), P51452; recombinant VHR phosphatase, pNPP absorbance; inhibition, % at 13.3 µM; hit rate 0.52% among 290,000; in the data active means inhibition above about 50%; further: some compounds called inactive have numbers as strong as hits
# Target sequence (P51452 whole entry, looked up): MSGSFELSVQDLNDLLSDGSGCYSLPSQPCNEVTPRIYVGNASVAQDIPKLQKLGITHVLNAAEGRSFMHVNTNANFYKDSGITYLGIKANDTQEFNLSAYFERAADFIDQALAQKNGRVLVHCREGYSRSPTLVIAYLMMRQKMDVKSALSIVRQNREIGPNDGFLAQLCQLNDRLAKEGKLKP
# PfHsp40 rescue = rescue of yeast from PfHsp40 toxicity, primary screen, S. cerevisiae, ATP luminescence | S. cerevisiae expressing PfHsp40, growth rescue | growth rescue, % at 12.5 µM | hit rate 0.68% among 340,000; in the data active means growth rescue above about 28%, passing the limit was not always enough;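 further: yeast W303a lacking pdr1 and pdr3 grown in galactose medium; growth measured after three days at 30 °C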
# Rv3671c protease = Rv3671c serine protease inhibitors, primary screen, biochemical, fluorescence polarization, M. tuberculosis H37Rv | P9WHR9 | hit rate 0.048% among 320,000 | inhibition, % at 5.96 µM | AID 2606, 2010; in the data active means inhibition above about 38%;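 further: extracellular domain of Rv3671c used as enzyme; 0% = enzyme with DMSO and 100% = no enzyme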
# Target sequence (P9WHR9 whole entry, looked up, the tested form may be a part): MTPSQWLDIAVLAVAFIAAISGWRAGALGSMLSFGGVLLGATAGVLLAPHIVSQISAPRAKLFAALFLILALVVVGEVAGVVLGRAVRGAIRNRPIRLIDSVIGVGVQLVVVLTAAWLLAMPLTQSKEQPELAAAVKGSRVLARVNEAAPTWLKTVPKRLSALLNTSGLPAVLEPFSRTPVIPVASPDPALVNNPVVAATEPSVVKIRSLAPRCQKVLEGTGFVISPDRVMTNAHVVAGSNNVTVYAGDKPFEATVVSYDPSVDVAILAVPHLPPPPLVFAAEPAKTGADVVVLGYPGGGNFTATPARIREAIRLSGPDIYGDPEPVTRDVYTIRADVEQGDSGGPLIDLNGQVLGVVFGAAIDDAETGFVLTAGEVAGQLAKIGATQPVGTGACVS
# Anthrax LF inh2 = Bacillus anthracis LF protease inhibitors, primary screen, biochemical, multiplex microsphere, MLPCN library; Lethal factor (Bacillus anthracis), P15917; multiplex microsphere protease cleavage assay; inhibition, % at 10 µM; hit rate 0.12% among 360,000; AID 588501, 2011; in the data active means inhibition above about 30%; further: plate controls were buffer without enzyme for full effect and enzyme alone for no effect
# Y pestis TopoI = Yersinia pestis topoisomerase I inhibitors, primary screen, biochemical, cleavage product accumulation, plate reader, single point; DNA topoisomerase I (Yersinia pestis CO92); Y. pestis Topo-I cleavage product accumulation; activity, % at 10 µM; hit rate 0.064% among 360,000; AID 504884, 2011; in the data active means activity above about 50%, passing the limit was not always enough; further: inactives centre near 2
# TcdB inh = TcdB glycohydrolase inhibitors, primary screen, biochemical, single point, plate reader; Toxin B (Clostridioides difficile), P18177; TcdB glycohydrolase enzymatic assay; inhibition, % at 9.99 µM; hit rate 0.24% among 350,000; in the data active means inhibition above about 10%
# SARS 3CLpro inh = SARS-CoV 3CLpro protease inhibitors, primary screen, biochemical, quenched FRET | hit rate 0.14% among 290,000 | AID 1706, 2009 | inhibition, % at 6 µM | recombinant SARS-CoV 3CLpro, quenched FRET peptide cleavage | Replicase polyprotein 1ab (Severe acute respiratory syndrome coronavirus), P0C6X7; in the data active means inhibition above about 12%
# SSB-PriA inh = inhibitors of Klebsiella pneumoniae PriA binding to SSB C-terminal tail, primary screen, biochemical, AlphaScreen; AID 1272365, 2023; hit rate 0.6% among 430,000; inhibition, % at 33 µM; AlphaScreen SSBct-PriA binding, biotinylated peptide; in the data active means inhibition mostly above about 37%, no sharp cut-off; inactive means mostly below about 20%;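 further: plate controls were negative control peptide for no effect and reference peptide for full effect; strong numbers were not always called active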
# An asterisk follows results filed as active; i = inactive; x = no result given; & = joins results of further samples. These rows are one share of the data; the hit share may differ from the screen's.
SMILES,MazEF act,Vc quorum ag,DUSP3 inh,PfHsp40 rescue,Rv3671c protease,Anthrax LF inh2,Y pestis TopoI,TcdB inh,SARS 3CLpro inh,SSB-PriA inh
CC(C)c1nc(CNC(=O)CC2C(=O)NCCN2Cc2ccc(F)cc2Cl)cs1 (stereo unspecified),-6,-0.3,16,0.1,1,0,22,1.3,2,-3
CC(C)(C)OC(=O)C[C@H]1C/C=C\C[C@@H](CC(=O)NCCO)C(=O)N[C@H](C(C)(C)C)COC1=O,2,-1.0,x,-1.4,-2,0,-7,1.6,x,-8
CCc1nc2cc(CC(=O)O)ccc2o1,2,i,21,-1.0,6,-2,6,x,-4,-3
CC1(c2ccccc2)NC(=O)N(CC(=O)N2CCOCC2)C1=O (stereo unspecified),-5,-0.9,-5,-0.1,4,-1,1,x,-3,1
CN1/C(=C\C=C2/C(=O)Oc3ccccc3C2=O)C(C)(C)c2ccccc21,x,x,-1,x,-381,x,x,-0.2,-10,-10
O=C(CSc1nc(=O)n(CCN2CCOCC2)c2c1CCCC2)Nc1cccc([N+](=O)[O-])c1,4,i,x,-0.5,4,-2,-2,0.8,x,-2
CC(C)C[C@H]1CN([C@@H](CC(C)C)CN2CCCC2CN2C(=S)NC[C@@H]2Cc2ccc(O)cc2)C(=S)N1CC1CCCCCC1 (stereo partly specified),2,i,x,-0.8,x,-4,3,1.4,x,-11
CNCCc1ccc(OC)c(OC)c1,8,-0.6,14,1.9,7,-2,-7,0.4,x,-10
Cc1ccc(S(=O)(=O)N2CCOCC2)cc1NC(=O)c1ccc(F)cc1F,-1,0.8,x,0.6,-2,-8,6,1.3,x,2
C=CCN1C=C2C(=O)C(C)(OC(=O)C3CCCC3)C(=O)C(c3ccccc3)=C2C=C1CCCC(=O)OC (stereo unspecified),-12,i,11,0.4,-8,-4,-11,-0.1,x,-11
Nc1nonc1-n1nnc(C(=O)N/N=C/c2ccccc2Cl)c1-c1ccc2c(c1)OCO2,-15,-0.5,12,-1.2,-8,-3,0,-5.7,7,x
COc1cc(NC(=O)C2CC3CCC2C3)c(OC)cc1Cl (stereo unspecified),-10,-0.5,x,-0.5,-1,1,-4,2.0,x,-1
Cc1noc(COc2ccccc2OCC(N)=O)c1Cl,-7,0.1,2,-0.1,5,-1,0,x,-3,-15
O=[N+]([O-])c1ccc(OP(=O)(O)Oc2ccc([N+](=O)[O-])cc2)cc1,7,-1.0,x,0.6,x,1,3,1.8,x,-4
O=C(COc1cccc2c1CCNC2=O)Nc1cccc(F)c1,-4,i,x,0.5,-5,0,1,0.8,x,-1
O=C(Nc1ccc(F)c(F)c1)C1CCCN(S(=O)(=O)c2cccc3nonc23)C1 (stereo unspecified),6,-0.3,-3,-1.4,-3,3,4,1.1,5,-4
CCOC(=O)c1c(C)nc(C)c2c(=O)oc3ccccc3c12,3,i,20,1.0,-1,3,-13,0.2,4,-7
CCOC(=O)c1cc2occc2n1CCCN1C(=O)c2ccccc2C1=O,-4,i,11,1.6,3,-2,28,x,5,13
COc1ccccc1-n1c(/C=C/c2ccc(O)cc2)nc2ccccc2c1=O,31,i,5,3.3,-7,1,-4,3.5,-6,-3
COc1ccc(OC)c(C(=O)COC(=O)CN2C(=O)NC3(CCCCC3C)C2=O)c1 (stereo unspecified),0,-1.4,x,-0.1,-7,-1,7,0.3,x,4
CCn1c(CCNC(=O)c2cccs2)nnc1SCC(=O)Nc1nc(-c2ccccc2)cs1,4,-0.4,49,0.4,-7,-8,17,x,-5,10
CC1C/C(=C\c2ccccc2[N+](=O)[O-])c2nc3ccccc3c(C(=O)O)c2C1 (stereo unspecified),8,-5.6,26,0.1,-4,11,10,-3.7,-2,-6
CNC(=O)CSc1nc2cc(S(=O)(=O)Nc3ccccc3OC)ccc2o1,-25,-3.6,-10,-1.4,1,-4,0,0.9,-1,-2
COC(=O)C1=C(C)N(Cc2ccccc2)C(=NCc2cccc(Cl)c2)N[C@H]1c1cccc(F)c1,-11,1.5,x,-1.0,-2,-4,9,x,x,20
NC(=O)C1CCN(C(=S)NC2CC3C=CC2C3)CC1 (stereo unspecified),1,i,-3,-0.4,-4,-7,2,0.3,3,-19
COc1cccc(NC(=S)N2CCCN(Cc3ccc(F)cc3)C2)c1,-14,-2.3,-10,-0.5,5,-4,-1,-1.3,0,5
COc1ccc(-n2c(C)cc(/C=C(\C#N)C(=O)NCc3ccco3)c2C)cc1,5,3.3,-13,-1.7,13,-7,-6,0.8,0,-7
Nc1ccccc1SCC(=O)Nc1nc(-c2ccccc2)cs1,9,-0.3,17,-1.7,0,-7,-3,0.5,7,23
COc1ccc(N2CCN(C(=O)c3ccc4ccccc4n3)CC2)cc1,-3,-0.5,18,0.4,4,-1,-1,1.6,-2,8
CNC(=O)COC(=O)c1cc(-c2ccc(OC)cc2)nc2ccccc12,5,i,11,0.1,4,2,-3,1.5,-3,-20
CCCCCCN1C[C@H](O)[C@@H](n2cc(-c3ccc(F)cc3)nn2)C[C@@H]1c1ccc(Cl)cc1,-3,-0.4,x,x,x,-1,8,1.1,x,x
CCCCNC(=O)C1(C)CCN1C(=O)c1cccc(OC(C)=O)c1C (stereo unspecified),x,i,x,x,x,-5,-2,1.2,x,x
Clc1ccc2nc(-c3ccc(Br)s3)cn2c1,7,-0.3,8,-0.7,-4,-7,-2,x,-6,-11
Cn1c(Cl)cnc1C(O)c1ccccc1 (stereo unspecified),2,-0.5,-4,-0.3,6,0,-4,-1.0,-1,-8
COc1cc(C#N)c(N=C(SCC#N)N2CCOCC2)cc1OC,-1,-0.5,5,0.7,2,-6,11,-0.3,-2,-4
Cc1ccc2nc(C(Cl)(Cl)Cl)nc(N/N=C/c3ccc([N+](=O)[O-])cc3)c2c1,55*,-0.4,x,-0.6,x,-2,-1,-0.8,x,x

# An excerpt from above in order of formula weight, rising:
SMILES,MazEF act,Vc quorum ag,DUSP3 inh,PfHsp40 rescue,Rv3671c protease,Anthrax LF inh2,Y pestis TopoI,TcdB inh,SARS 3CLpro inh,SSB-PriA inh
Cn1c(Cl)cnc1C(O)c1ccccc1 (stereo unspecified),2,-0.5,-4,-0.3,6,0,-4,-1.0,-1,-8
Clc1ccc2nc(-c3ccc(Br)s3)cn2c1,7,-0.3,8,-0.7,-4,-7,-2,x,-6,-11
CCCCNC(=O)C1(C)CCN1C(=O)c1cccc(OC(C)=O)c1C (stereo unspecified),x,i,x,x,x,-5,-2,1.2,x,x

# Going on with the list:
SMILES,MazEF act,Vc quorum ag,DUSP3 inh,PfHsp40 rescue,Rv3671c protease,Anthrax LF inh2,Y pestis TopoI,TcdB inh,SARS 3CLpro inh,SSB-PriA inh
CC(C)Oc1ccc(C(=O)NCC(=O)OCC(=O)N(C)Cc2cccs2)cc1,1,-1.1,34,0.7,1,3,1,-0.1,5,-8
CC1Cc2ccccc2N1C(=O)CN1C(=O)CN(C)C(=O)c2ccccc21 (stereo unspecified),-3,6.2,12,-0.5,-2,1,-9,x,0,-10
COc1ccc(-c2ccc(C#N)c(OC)n2)cc1,4,0.3,48,0.8,6,-8,1,-0.7,3,-8
Cc1nonc1CC(=O)NC1CC(C)(C)Cc2c1cnn2-c1ccc(F)cc1 (stereo unspecified),-5,-0.6,12,-1.1,-6,-1,-4,0.3,3,7
CC(=O)N1CCN(S(=O)(=O)c2cccc(C(=O)NC3CCCC3)c2)CC1,10,i,x,-0.4,9,-5,-9,0.9,x,-4
O=C(c1ccc(C(=O)N2CCOCC2)nc1)N1CCOCC1,8,17*,13,0.8,3,-2,-3,x,6,-12
CCOC(=O)N1CCN(S(=O)(=O)c2ccc(C(=O)Nc3ccc(F)cc3F)cc2)CC1,4,i,14,-0.8,-15,-8,-4,x,-2,-13
COCCn1c(C)cc(C(=O)COC(=O)c2ccc3ncsc3c2)c1C,-1,-1.0,-1,-1.3,4,-4,10,x,-3,-23
CN(Cc1cnn(C)c1)C(=O)c1cc(COc2c(F)cccc2F)on1,-1,-2.0,21,0.1,-3,-12,2,0.8,-2,-8
C[C@H](CO)N1C[C@H](C)[C@@H](CN(C)S(=O)(=O)c2cn(C)cn2)Oc2c(NS(=O)(=O)c3cccs3)cccc2C1=O,-4,i,x,-1.5,3,0,0,-0.9&-1.0,x,1
CCN(Cc1ccccc1)S(=O)(=O)c1ccc(S(=O)(=O)N(Cc2ccccn2)Cc2ccco2)cc1,3,-1.2,19,-0.8,-7,-2,-7,x,4,-2
Cc1[nH][nH]c(=O)c1C(c1ccc(-c2ccc(Cl)cc2)o1)c1c(C)[nH][nH]c1=O,-6,-5.9,25,-1.3,-99,-4,-14,0.5,-2,0
NC(=O)C1(c2ccccc2)CCCN1C(=O)c1ccccc1Br (stereo unspecified),9,i,15,0.5,2,0,9,-0.1,-4,-12
Clc1cccc(-c2ccc(C3Nc4cccc5cccc(c45)N3)o2)c1,9,0.1,x,0.1,-4,-8,4,x,x,-2
CCOC(=O)Cn1nc(NC(=O)c2cc(OC)cc(OC)c2)cc1C,3,i,-14,2.9,8,-5,-1,0.4,-2,-17
COc1ccc(NS(=O)(=O)c2cc(-c3nnnn3C)ccc2OC)cc1,3,i,34,0.1,-10,-14,6,x,-3,-1
CC(=O)c1sc(N/N=C/c2cccc([N+](=O)[O-])c2)nc1C,10,i,30,-1.3,1,9,-7,0.8,1,x
COc1ccc(-n2c(C)cc(C(=O)CN3C(=O)c4ccccc4C3=O)c2C)cc1,-22,i,33,-0.4,-2,-7,2,x,3,-2
O=C(c1ccncc1)N(Cc1ccco1)Cc1cc2ccccc2[nH]c1=O,2,-11,14,13,4,0,10,x,3,-8
CCN1C(=O)C(O)(CC(=O)c2cc(C)ccc2C)c2ccccc21 (stereo unspecified),0,x,-8,-1.1,4,-7,13,x,-8,-10
Nc1cc(C(=O)OCC(=O)c2ccc(CC(=O)N3CCOCC3)s2)ccc1Cl,1,i,x,-1.2,-1,-6,9,1.3,x,-1
Cn1ccnc1Sc1ccccc1[N+](=O)[O-],0,-0.4,4,0.3,1,-6,-3,0.7,-4,-7
COc1ccc(C(=O)NCC(=O)N2CCN(c3ccc(F)cc3)CC2)cc1,4,-0.2,15,0.0,5,-10,-5,-1.2,2,-4
CCNC(=S)N1CCN(c2ccccc2OCC)CC1,2,-0.3,10,-1.1,-2,2,1,x,2,-4
Cc1cccc(NC(=S)NC2CC3CCCC(C2)N3Cc2ccco2)c1 (stereo unspecified),-1,-0.5,-10,-0.8,0,-6,5,1.1,2,4
COc1ccc(/C=C2\SC(=S)N(NS(=O)(=O)c3ccc(C)cc3)C2=O)c(OC)c1,-2,-0.3,-1,-0.5,-21,2,-1,3.6,2,1
COc1ccc(N(CC(=O)Nc2nccs2)S(=O)(=O)c2c(C)[nH]c(=O)[nH]c2=O)cc1,4,-0.7,-1,0.5,-2,2,3,0.6,10,-8
C/C=C\C(=O)Nc1cccc(C2=NOC3(C2)C[C@@H](C(N)=O)N(C(=O)c2ccc(OC)cc2)C3)c1 (stereo partly specified),3,x,19,x,1,x,x,-1.1,x,-1
COc1ccc(C2CC(=O)N(C)c3ccccc3S2)cc1 (stereo unspecified),3,0.6,18,-0.7,-2,2,3,2.7,-1,-17

# Screens deposited in PubChem by several laboratories.
